PHOSPHO1 inh: blocks human PHOSPHO1 phosphatase activity; Q8TCT1; recombinant PHOSPHO1, absorbance phosphatase assay; inhibition, % at 13.3 µM; hit rate 1.1% among 290,000; AID 1565; in the data active means inhibition above about 60%
NALP1 inh: inhibitors of NALP1 inflammasome in yeast | S. cerevisiae NALP1/ASC/caspase-1 growth, X-gal OD620, 72 h | inhibition, % at 10 µM | hit rate 0.61% among 280,000 | AID 2071; in the data active means inhibition mostly above about 24%, no sharp cut-off; inactive means mostly below about 32%; further: some compounds called inactive have numbers as strong as hits
GPR7 antagonist: human neuropeptides B/W receptor 1 antagonism; P48145; GPR7-expressing cells, fluorescence antagonist assay; inhibition, % at 4.4 µM; hit rate 1.1% among 290,000; in the data active means inhibition above about 16%, passing the limit was not always enough;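 further: cells stimulated with the agonist NPW; 0% = agonist with vehicle and 100% = vehicle without agonist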
IMP-1 inh: inhibitors of Pseudomonas aeruginosa IMP-1 metallo-beta-lactamase | purified IMP-1, nitrocefin hydrolysis, epi-absorbance fluorescence | inhibition, % at 5.6 µM | hit rate 0.45% among 290,000 | AID 1556;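 active means inhibition above the mean plus 3 SD of all compounds in the same screening run, cut at about 4.5% in these data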;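 further: 0% = IMP-1 with DMSO and 100% = DMSO wells lacking enzyme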
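System: purified recombinant IMP-1 beta-lactamase. Medium: Zinc- and detergent-supplemented HEPES buffer, pH 7.1. Compound: one 5.6 µM dose […]. Schedule: 15 min preincubation plus 25 min reaction at 25 °C. Technique: Epi-absorbance fluorescence, 480 nm excitation, 530 nm emission.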
IDE act: activators of human insulin-degrading enzyme in cells; P14735; HEK cells, FAbeta-B cleavage, fluorescence polarization; 0% vehicle, 100% cell-free pure enzyme wells; activation, % at 5.96 µM; hit rate 0.073% among 340,000;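 active means activation above the mean of all tested compounds plus 3 SD, set per screening campaign, cut at about 17% in these data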
Target sequence (P14735 whole entry, looked up): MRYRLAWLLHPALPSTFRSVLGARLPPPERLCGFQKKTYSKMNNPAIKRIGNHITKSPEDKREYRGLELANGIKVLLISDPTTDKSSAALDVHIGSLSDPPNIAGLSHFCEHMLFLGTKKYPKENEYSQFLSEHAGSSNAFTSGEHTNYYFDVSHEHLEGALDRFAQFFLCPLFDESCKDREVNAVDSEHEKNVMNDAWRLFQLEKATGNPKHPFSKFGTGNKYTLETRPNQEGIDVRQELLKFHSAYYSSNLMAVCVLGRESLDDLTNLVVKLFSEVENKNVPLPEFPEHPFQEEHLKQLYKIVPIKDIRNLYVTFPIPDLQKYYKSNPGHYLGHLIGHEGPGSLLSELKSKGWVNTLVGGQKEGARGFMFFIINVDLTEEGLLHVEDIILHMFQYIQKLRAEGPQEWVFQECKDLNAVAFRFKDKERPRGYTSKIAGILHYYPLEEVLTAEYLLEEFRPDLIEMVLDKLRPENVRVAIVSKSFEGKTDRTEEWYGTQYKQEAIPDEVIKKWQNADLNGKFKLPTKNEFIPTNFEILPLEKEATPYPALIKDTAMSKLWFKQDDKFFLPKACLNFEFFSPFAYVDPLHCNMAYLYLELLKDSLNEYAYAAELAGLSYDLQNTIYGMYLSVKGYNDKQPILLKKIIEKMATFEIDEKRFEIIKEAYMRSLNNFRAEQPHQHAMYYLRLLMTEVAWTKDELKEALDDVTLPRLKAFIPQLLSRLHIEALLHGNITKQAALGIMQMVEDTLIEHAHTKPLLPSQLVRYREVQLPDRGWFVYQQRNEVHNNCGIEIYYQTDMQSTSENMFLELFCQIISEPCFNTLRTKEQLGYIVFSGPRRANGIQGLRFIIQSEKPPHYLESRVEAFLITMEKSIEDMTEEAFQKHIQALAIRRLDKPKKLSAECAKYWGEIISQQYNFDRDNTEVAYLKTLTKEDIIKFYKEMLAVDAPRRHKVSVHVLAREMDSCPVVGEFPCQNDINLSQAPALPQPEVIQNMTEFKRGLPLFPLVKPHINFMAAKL
VIM-2 inh: blocks Pseudomonas aeruginosa VIM-2 metallo-beta-lactamase; purified VIM-2, nitrocefin hydrolysis, epi-absorbance fluorescence; inhibition, % at 5.6 µM; hit rate 0.89% among 290,000; AID 1527;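 active means inhibition above the mean of all tested compounds plus 3 SD, cutoff set per screening run, cut at about 7.5% in these data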;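 further: red hydrolysis product quenches plate fluorescence so inhibitors raise well fluorescence; 0% = enzyme with DMSO and 100% = DMSO without enzyme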
p-CIP stab down: compounds decreasing mouse p/CIP protein stability; F442A p/CIP-EGFP cells, EGFP fluorescence, 16 h; decrease of EGFP signal, % at 10 µM; hit rate 0.01% among 290,000;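 active means EGFP signal decrease of at least 30% at 10 µM or well 3 SD below plate mean, unless failing retest; inactive means the rest, including hits failing retest or dose response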; further: some compounds called inactive have numbers as strong as hits; many of its hits are not listed in these tables
M18AAP inhibitor: blocks P. falciparum M18 aspartyl aminopeptidase. inhibition, % at 7.35 µM. recombinant PfM18AAP, H-Glu-NHMec fluorogenic cleavage. hit rate 1.2% among 290,000;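 active means inhibition above the campaign mean inhibition over all tested compounds plus 3 SD, cut at about 28% in these data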;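 further: 0% = plate median of test compound wells and 100% = 2 mM ZnCl2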
IDE inh: inhibits human insulin-degrading enzyme in HEK cells; AID 434962; P14735; hit rate 0.41% among 320,000; FAbetaB cleavage, fluorescence polarization; inhibition, % at 5.59 µM;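 active means percent inhibition above the average of all tested compounds plus 3 SD, set per screening campaign, cut at about 16% in these data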;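 further: IDE supplied by intact live HEK cells; FP after avidin binding of uncleaved biotin substrate so inhibition keeps polarization high; 0% = DMSO wells and 100% = 60 µM reference IDE inhibitor Ii1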
* hit, by the source's call; · = not tested or not shown.

Screens in order: PHOSPHO1 inh	NALP1 inh	GPR7 antagonist	IMP-1 inh	IDE act	VIM-2 inh	p-CIP stab down	M18AAP inhibitor	IDE inh
#1 O=C(O)c1ccccc1/C=N/Nc1ccc(S(=O)(=O)N2CCOCC2)cc1[N+](=O)[O-]
  20	-47	-14	-4.8	-1	-1.8	-4	2	-2
#2 NC(=O)c1ccsc1NC(=O)CSc1nnc(C2CC2)n1Cc1ccccc1
  35	1	5	0.0	4	-2.9	3	4	-6
#3 O=C([C@@H]1Cc2ccccc2CN1)N1CCN(Cc2ccccc2)CC1
  26	9	-1	-2.7	-3	-4.3	-10	4	·
#4 CCCOc1ccc(C(=O)N/N=C/c2ccc(-c3ccc(S(=O)(=O)Nc4ncccn4)cc3)o2)cc1
  15	43*	-4	-5.1	-1	-4.7	9	3	4
#5 O=C(NC1(C(F)(F)F)NC(=O)N(c2ccc(F)c(Cl)c2)C1=O)c1ccncc1 (stereo not drawn)
  50	10	-8	-2.3	5	0.1	0	-13	-2
#6 CC1CCN(C(=O)CSc2n[nH]c(-c3cccs3)n2)CC1
  48	-2	10	-3.2	0	-1.1	6	-7	4
#7 Cc1ccc(NS(=O)(=O)c2cccc(C(=O)O)c2)cc1S(=O)(=O)N1CCOCC1
  -1	12	-4	-0.5	3	1.4	-2	-4	3
#8 COC(=O)c1c(NC(=O)CSc2ccccc2N)sc(C)c1C
  -23	19	-17	-2.6	4	-2.2	-8	0	3
#9 COc1ccc(S(=O)(=O)NCCC(=O)NC(C)c2ccccc2)cc1 (stereo not drawn)
  15	20	-7	-3.8	4	-3.1	-1	1	6
#10 O=C(Cc1ccc(-c2ccccc2)cc1)NCc1ccccc1
  -9	·	6	0.1	2	-2.0	-17	-4	1
#11 CC(=O)Oc1cc2c(C(=O)NCc3ccncc3)c(C)oc2c2ccccc12
  27	10	·	·	5	·	-14	·	-2
#12 O=C(CN1C(=O)S/C(=C\c2ccc(C(=O)O)cc2)C1=O)Nc1ccccc1
  5	-2	6	4.1	1	1.2	5	9	4
#13 COc1ccc(CNC(=S)N/N=C(\C)c2ccc(OC)cc2)cc1
  -3	12	-10	-3.4	3	-6.6	6	-4	3
#14 COC(=O)Cc1ccc(OCc2ccc(Cl)nc2)cc1
  35	19	-7	-3.5	3	-3.0	-17	0	9
#15 O=C(c1ccco1)N1CCN(C(=O)C2CC(c3ccccc3F)=NO2)CC1 (stereo not drawn)
  8	18	-3	2.8	7	-0.4	-10	-7	-7
#16 O=C(NC(c1ccccc1)c1ccccc1)c1cccc(S(=O)(=O)NCc2ccccc2)c1
  12	28	4	-2.5	-4	-0.5	8	2	7
#17 O=S1(=O)CC2NC(=S)N(c3cccc(Br)c3)C2C1 (stereo not drawn)
  37	·	-1	-3.5	·	-0.1	-5	-15	5
#18 O=c1[nH]c2ccc(Cl)cc2c(-c2ccccc2)c1[N+](=O)[O-]
  25	10	5	2.4	5	3.7	4	9	1
#19 CCCC(=O)Nc1ccc(OCC(=O)OC)cc1
  34	10	-8	-3.5	1	-2.9	-1	-3	-1
#20 O=c1c2cnn(-c3ccc(F)cc3)c2ncn1Cc1cccnc1
  16	-27	11	-1.1	-2	-1.7	-2	10	-2
#21 O=C(NC1CCc2ccccc21)C1CCN(S(=O)(=O)c2ccc(-n3cnnn3)cc2)CC1 (stereo not drawn)
  -40	7	28	0.2	-3	-0.3	4	3	2
#22 COc1cccc(Nc2nc(-c3ccccc3)nc3ccccc23)c1
  -14	-5	2	-2.2	-2	-2.0	1	3	6
#23 O=C(Cc1ccccc1)NC(NCCCN1CCOCC1)(C(F)(F)F)C(F)(F)F
  -7	-7	0	-4.6	1	-1.9	-1	1	3
#24 COc1c(Br)cc(Br)cc1C(=O)Nc1ccccc1N1CCCC1
  39	15	-19	-2.1	-1	-0.8	-5	3	·
#25 S=C(NCCc1ccccn1)Nc1cc(Cl)cc(Cl)c1
  12	-6	9	-4.3	-1	-3.9	-13	-7	4
#26 CC1(C)CC(=O)C2=C(C1)Nc1ccccc1NC2c1ccc(F)cc1 (stereo not drawn)
  5	14	2	-2.8	4	-1.7	-16	0	0
#27 CCC(=O)N1C(Cc2ccccc2)COC1(C)C (stereo not drawn)
  4	25	3	0.9	4	-0.1	-6	-5	5
#28 CCNc1nc(Oc2c(Cl)cccc2Cl)cc(C(F)(F)F)n1
  36	-5	-7	-1.5	-5	-3.8	-10	0	3
#29 CCCCCC(=O)NC(=S)NNC(=O)c1ccc([N+](=O)[O-])cc1
  -19	16	-4	-3.1	-6	-1.4	7	15	5
#30 CCOC(=O)C1=C(C)NC(=O)NC1c1ccsc1 (stereo not drawn)
  12	2	2	-1.3	1	-3.0	0	1	0
#31 O=C(C(Cl)Cl)N1CCN(Cc2ccccc2)CC1
  -53	23	-5	-3.7	2	-2.5	-10	5	-2
#32 CN1CCN(CCC(=O)Nc2cccc(F)c2)CC1
  -39	1	-5	-4.2	-1	1.3	-12	10	-2
#33 CCCC(C)C(=O)Nc1ccc(F)c(Cl)c1 (stereo not drawn)
  28	7	-7	-2.9	3	-1.3	2	6	4
#34 CNS(=O)(=O)c1ccc2nc(NC(=O)/C=C/c3ccco3)sc2c1
  9	-8	-10	-1.4	1	0.6	-15	2	5
#35 COc1ccc(NC(=O)CCCn2c(=O)c3sccc3n(Cc3ccc(C)cc3)c2=O)cc1
  -12	24	-1	-3.7	3	-2.8	-8	2	1
#36 Cc1cc(-c2n[nH]c(=S)n2CC(C)C)cs1
  16	31	-11	-4.5	-16	8.6*	3	26	2
#37 CCc1noc(C)c1C(=O)N1CCC(CCC(=O)Nc2cccc(C)c2)CC1
  36	22	5	-0.3	4	-2.8	-16	0	-1
#38 CCc1ccnc(NS(=O)(=O)c2ccc3c(c2)OCCO3)c1
  17	-6	-12	0.6	·	-2.1	-2	1	3
#39 O=C(Nc1ccc2[nH]c(=S)sc2c1)Nc1ccccc1F
  -32	-3	9	-0.6	-8	-2.3	0	-4	3
#40 CC1(C)Cc2nc(NCCN3CCOCC3)c(C#N)cc2CO1
  -12	14	-2	-2.3	5	-2.0	-3	4	6
#41 O=C(CSc1nnc(-c2ccco2)n1Cc1ccco1)N1CCOCC1
  5	-2	-3	-2.0	1	-1.1	-4	-5	5
#42 COc1cccc(-n2cnc3scc(-c4cccs4)c3c2=O)c1
  22	3	-12	-1.7	-6	0.5	9	6	3
#43 CC(=O)c1ccc(NC(=O)c2sc3nc(N4CCOCC4)c4c(c3c2N)CCCC4)cc1
  -10	4	-1	-2.3	-2	-5.8	-2	43*	11
#44 COc1cccc(CNC(=O)c2cccnc2Sc2ccc(C)cc2C)c1
  18	10	-5	-0.2	3	-2.0	-13	1	1
#45 COc1cc(C(=O)CCN2CCC(c3ccccc3)C2)cc(OC)c1OC (stereo not drawn)
  -16	54	4	-3.1	1	-2.6	2	-12	3
#46 CCCS(=O)(=O)N1CCC(C(=O)NC2CCCCC2C)CC1 (stereo not drawn)
  16	-30	-14	-4.4	3	-1.7	-5	2	4
#47 CC(C)Cc1nnc(NC(=O)CSc2nc(N)cc(=O)[nH]2)s1
  12	47	-7	-2.5	-6	-3.5	-2	-2	2
#48 CCN(CC)C(=O)c1sc(NC(=O)c2c(OC)cccc2OC)c(C#N)c1C
  32	10	-6	-0.2	7	0.7	-6	-4	6
#49 CCc1nnc(NC(=O)CSc2nnc(-c3ccco3)n2CC)s1
  15	-15	5	-0.5	0	0.1	-6	-10	6
#50 Nc1nc(=S)[nH]c2c1C1(CCCCC1)Cc1ccccc1-2
  -32	6	-3	-0.7	4	-0.8	5	-7	-2
#51 C=C(C)CNC(=S)N/N=C1\CCCCc2ccccc21
  -12	8	-14	-2.5	3	-2.9	-16	-3	5
#52 CC(C)C(=O)N1C2CCC1CC(O)(c1ccc(F)cc1)C2 (stereo not drawn)
  29	13	-5	-2.0	1	-1.4	-2	-2	-3
#53 O=C(Cc1cccc(C(F)(F)F)c1)NCc1cccnc1
  38	5	-12	-3.7	2	-2.5	-8	2	4
#54 O=C(O)c1cccc(C(=O)O)n1
  12	1	2	-0.3	·	-1.4	-40	8	·
#55 COc1ccccc1NC(=O)CSc1nnc(CCNC(=O)c2ccc(C)cc2)n1C
  35	-3	0	0.1	1	0.5	3	0	-1
#56 CCn1c(SCC(=O)N2CCN(c3ccccc3F)CC2)nnc1-c1ccoc1C
  10	1	-11	-4.1	-1	-1.6	-9	1	-1
#57 CCOC(=O)c1cnc(-c2ccccc2)nc1Oc1ccc(OC)cc1
  32	-6	6	-0.2	6	-1.6	2	1	5
#58 Cc1cccc(-c2cc3nc(C)cc(NCCCn4ccnc4)n3n2)c1
  19	3	0	-1.1	1	48*	6	-6	5
#59 Cc1ccc2nc(N3C(=O)C(O)=C(C(=O)c4ccc(C)o4)C3c3cccc(O)c3)sc2c1 (stereo not drawn)
  16	8	-4	-1.8	-1	-5.4	1	23	1
#60 COc1ccc(O)c(/C=N/c2sc(C)c(C)c2C#N)c1
  -52	16	3	0.0	6	-5.1	-12	42*	2

Gathered by group, those above with bromine (2)
Screens in order: PHOSPHO1 inh	NALP1 inh	GPR7 antagonist	IMP-1 inh	IDE act	VIM-2 inh	p-CIP stab down	M18AAP inhibitor	IDE inh
#17 O=S1(=O)CC2NC(=S)N(c3cccc(Br)c3)C2C1 (stereo not drawn)
  37	·	-1	-3.5	·	-0.1	-5	-15	5
#24 COc1c(Br)cc(Br)cc1C(=O)Nc1ccccc1N1CCCC1
  39	15	-19	-2.1	-1	-0.8	-5	3	·

Next structures:
Screens in order: PHOSPHO1 inh	NALP1 inh	GPR7 antagonist	IMP-1 inh	IDE act	VIM-2 inh	p-CIP stab down	M18AAP inhibitor	IDE inh
#61 O=[N+]([O-])c1ccc(OCc2n[nH]c(=S)n2-c2ccccc2)cc1
  4	6	5	-3.6	-10	-3.3	-10	21	0
#62 Cc1nn(-c2ncc(C(F)(F)F)cc2Cl)c(=O)n1-c1ccccc1F
  27	-9	-7	-2.2	3	-2.5	-9	1	1
#63 CC(=O)Nc1nc(C)cs1
  4	-28	-14	-3.2	9	-1.7	10	3	3
#64 CCOC(=O)C1CCCN(C(=O)c2ccc3oc(Cc4ccccc4)nc3c2)C1 (stereo not drawn)
  -30	-12	3	-2.2	-8	-0.8	4	-3	5
#65 Cc1nn(C)c(C(=O)NNC(=S)NCc2ccco2)c1Br
  -88	-3	-10	-2.8	6	-3.2	-7	3	2
#66 O=C(CC12CC3CC(CC(C3)C1)C2)N/N=C\c1ccc[nH]1
  -8	26	1	-0.8	3	-2.9	10	8	6
#67 COc1ccc(-c2ccc(-c3noc(-c4ccccc4F)n3)c(OC)n2)cc1
  7	-1	-3	1.5	5	-3.1	-6	-1	·
#68 COc1ccccc1NC(=O)c1ccc(NC(=O)CN2CCCC2)cc1
  24	17	-4	-2.2	5	1.7	4	-6	-1
#69 CCN(CC)S(=O)(=O)c1ccc2c(c1)N(CC(=O)N(CCc1ccncc1)C(C)C)C(=O)CO2
  -1	1	-8	-3.1	0	-3.8	4	-1	4
#70 O=C(CN1CCN(c2ccccc2F)CC1)Nc1ccc2c(c1)CCC2
  -2	31	-10	-2.2	-5	-1.7	-2	7	11
#71 CC[n+]1c(/C=C/c2ccc(N(C)C)cc2)ccc2ccccc21
  -12	92*	7	-9.9	2	-7.6	-5	5	8
#72 O=C(Nc1cccc(NC(=O)c2sc3ccccc3c2Cl)c1)c1ccco1
  1	13	-13	-1.5	1	-2.0	-1	4	-1
#73 CCOC(=O)C1CCN(Cc2nnnn2CCc2ccccc2)CC1
  41	12	-16	-2.4	7	-2.8	8	2	10
#74 CCC1C(=O)NCCN1C(=O)c1cc(COc2cc(C)ccc2C)on1 (stereo not drawn)
  18	1	-3	-2.9	-44	-2.6	6	3	2
